NCOA1 inh – SRC1 coactivator transcriptional activity inhibitors, primary screen, cell-based, luminescence; Nuclear receptor coactivator 1 (Homo sapiens), Q15788; HEK293 GAL4-SRC1 luciferase reporter; inhibition, % at 3.6 µM; actives 0.12% (n = 360,000); AID 588354, 2011;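 active = inhibition above the campaign mean plus 3 SD, with each screening campaign given its own cutoff, cut at about 60% in these data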;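 note: 0% = DMSO treated cells and 100% = gossypol at 36 µM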
TROY NFkB inh – inhibitors of TROY-driven NF-kB signaling, primary screen, Q293 LMP1-TROYcd cells, NF-kB luciferase, uHTS; inhibition, % at 10 µM; actives 0.98% (n = 360,000); Q293 LMP1-TROYcd NF-kB luciferase reporter, 4 h; AID 1347056, 2019;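 active = compounds whose plate-normalised and pattern-corrected inhibition of the luciferase reporter signal at the single screening dose is 50% or more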
NCOA3 inh – SRC3 coactivator transcriptional activity inhibitors, primary screen, cell-based, luminescence; Nuclear receptor coactivator 3 (Homo sapiens), Q9Y6Q9; HEK293 GAL4-SRC3 luciferase reporter; inhibition, % at 3.6 µM; actives 0.17% (n = 360,000); AID 588352, 2011;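 active = inhibition above a per-campaign cutoff, the mean of all compounds plus 3 SD, cut at about 60% in these data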;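 note: 0% = DMSO-treated cells and 100% = gossypol-treated cells at 36 µM; higher means less SRC3-driven luciferase light from the GAL4 reporter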
COUP-TFII inh – NR2F2 transcriptional activity inhibitors, primary screen, cell-based, luciferase reporter, HEK293T, luminescence; inhibition, % at 8.6 µM; COUP transcription factor 2 (Homo sapiens), P24468; HEK293T NGFI-A luciferase reporter; actives 0.7% (n = 370,000);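 active = inhibition above a per-plate cutoff, mean inhibition of test wells between control levels plus 3 SD, cut at about 38% in these data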;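 note: cells cotransfected with COUP-TFII expression vector driving the NGFI-A reporter; 0% = median of COUP-TF2 test wells and 100% = reporter-only cells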
TWEAK Fn14 block – inhibitors of TWEAK-Fn14 signaling, primary screen, luciferase reporter cells, uHTS; AID 1159606, 2016; actives 2% (n = 360,000); TWEAK-stimulated Fn14 reporter cells, luciferase luminescence, 8 h; inhibition, % at 10 µM; in the data active = inhibition above about 50%
CF NFkB inh – inhibitors of PAF-induced NF-kB signaling, primary screen, cell-based, GFP fluorescence, uHTS; KKLEB NF-kB-GFP reporter, GFP fluorescence overnight; inhibition, % at 5 µM; actives 0.86% (n = 360,000);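 active = at least 50% inhibition at 5 µM, scaled per plate between neutral and stimulator controls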;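 note: PAF is a Pseudomonas aeruginosa culture filtrate used as stimulus; plate controls were PAF-stimulated DMSO wells for no effect and unstimulated DMSO wells for full effect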
LMP1 NFkB inh – EBV LMP1-driven NF-kappaB luciferase reporter inhibitors, primary screen, cell-based, luminescence, single point. inhibition, % at 12.5 µM. LMP1-induced NF-kappaB luciferase reporter cells. actives 0.69% (n = 350,000); in the data active = inhibition above about 41%;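 note: 0% = neutral control wells and 100% = reference inhibitor control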
KKLEB tox – cytotoxicity in KKLEB CF airway cells, primary screen, cytotoxicity control for CF NF-kB inhibitor project, cell-based, uHTS, fluorescence assay plates | KKLEB CF airway cells viability, ATPlite luminescence, overnight; stronger effect = lower value; cells stimulated with P. aeruginosa culture filtrate | AID 602141, 2011 | activity change (cytotoxicity), % at 5 µM | actives 0.36% (n = 360,000);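 active = corrected activity change at or below -50% at 5 µM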
LRH-1 inv ag – LRH-1 (NR5A2) inverse agonists, primary screen, cell-based, luminescence, HEK293T, StAR-luciferase reporter | AID 602396, 2012 | Nuclear receptor subfamily 5 group A member 2 (Homo sapiens), O00482 | actives 0.13% (n = 360,000) | inhibition, % at 3.6 µM | LRH-1 transfected, 24 h;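 active = inhibition above the mean inhibition of all tested compounds plus 3 SD, cut at about 73% in these data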;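 note: 0% = DMSO wells and 100% = reporter-only cells lacking LRH-1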
Shn3 inh set2 – reduction of Shn3 3'UTR firefly luciferase signal, primary screen, Schnurri-3 inhibitor project, cell-based, Clone20 osteoblasts, set 2 | AID 588674, 2011 | actives 0.52% (n = 360,000) | inhibition, % at 12.5 µM | Clone20 osteoblast Shn3 3'UTR firefly luciferase, 24 h;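 active = mean inhibition of at least 75% with every replicate also reaching 75%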;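 note: 0% = median of neutral control wells and 100% = pilot-screen positive control compound; some compounds past the cut are filed as inactive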
TRAIL sens C8 – viability loss with TRAIL in NB7+C8 cells, primary screen, TRAIL sensitizer project, cell-based, ATPlite luminescence; actives 1% (n = 360,000); AID 624354, 2012; inhibition (viability loss, TRAIL sensitization), % at 10 µM;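 active = compounds causing at least 50% loss of cell viability in the single-dose screen, relative to plate controls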
An asterisk follows results filed as active; · = no result given. Some of the compounds tested; count on the stated rates, not on these rows.

Sequence of screens: TWEAK Fn14 block	Shn3 inh set2	COUP-TFII inh	NCOA3 inh	KKLEB tox	CF NFkB inh	LMP1 NFkB inh	TROY NFkB inh	LRH-1 inv ag	TRAIL sens C8	NCOA1 inh
[1] CN1CCN(NC(=O)c2c(-c3ccccc3)sc3ccccc23)CC1
  -1	-15	14	12	2	14	-12	-7	15	4	9
[2] Cc1cc(C)c(C#N)c(SCS(=O)Cc2ccccc2)n1 (stereo unspecified)
  5	7	0	-7	-10	-2	5	-8	10	20	-14
[3] CCCCNc1nc2ccccc2nc1NS(=O)(=O)c1cccs1
  7	-5	0	4	-7	8	1	4	10	-10	0
[4] CC(=O)c1cccc(N2C(=NC(=O)COc3ccccc3)SC3CS(=O)(=O)CC32)c1 (stereo unspecified)
  0	3	4	17	-6	1	4	5	9	1	17
[5] COc1ccccc1NC(=O)COC(=O)C12CC3CC(CC(Cl)(C3)C1)C2
  -2	-5	-5	2	11	-3	-1	-2	-6	0	-1
[6] COc1ccc(CN(Cc2nc3ccccc3c(=O)[nH]2)C(=O)C(C)(C)C)cc1
  5	5	-10	-8	-4	-1	7	3	-12	0	5
[7] CN(C(=O)/C=C/c1ccc(F)cc1)C1CCCCC1
  6	-51	-41	-112	-11	3	·	-23	-102	36	-107
[8] Cn1c(N)c(C(=O)COC(=O)c2ccccc2NCc2ccco2)c(=O)n(C)c1=O
  23	-3	-11	-3	-19	-14	-13	8	-21	3	-3
[9] COc1ccc(CCNC(=O)CSc2n[nH]c(C)c2[N+](=O)[O-])cc1OC
  -7	·	-7	-3	-11	-21	-7	20	4	-25	2
[10] Cc1ccc(OCCCNCCO)c(Br)c1
  53*	-45	-31	4	11	-1	-7	20	-32	37	-25
[11] CCCNC(=O)C1(C)CCCN(C(=O)c2cc(C(C)(C)C)nn2C)C1 (stereo unspecified)
  0	-9	2	7	20	-36	·	-3	-6	-7	-11
[12] O=C(CC(=O)Nc1ccc(Cl)cc1Cl)Nc1ccc(Cl)cc1Cl
  -12	-14	6	-19	-10	21	5	-8	0	-5	15
[13] CC(CC(=O)NC1CCCC1)c1ccccc1 (stereo unspecified)
  -5	-6	-16	-7	10	-2	-6	4	-31	3	8
[14] O=C(c1ccc(=O)[nH]n1)N1CCN(S(=O)(=O)c2ccccc2F)CC1
  0	-4	21	15	-10	-8	1	-15	5	-11	8
[15] Cc1cccc(C)c1NC1=C(Cl)C(=O)OC1OC(C)C (stereo unspecified)
  5	5	-10	17	-2	-6	8	-17	1	6	7
[16] CCC(C)(C)N(C(=O)CCC(=O)Nc1cc(C)on1)C(C(=O)NC(C)(C)C)c1ccc(OC)cc1 (stereo unspecified)
  23	8	-11	-9	2	1	0	7	3	-7	3
[17] O=C(Cn1cnc2c(cnn2-c2ccc(F)cc2)c1=O)N1CCN(c2ccccc2F)CC1
  -14	2	1	6	1	-10	0	20	9	-1	13
[18] C=C(C)c1cccc(C(C)(C)NC(=O)N2CCN(C)CC2)c1
  -4	5	-7	2	8	-7	6	3	-33	15	-1
[19] CC1C(=O)N(Cc2cn(CCC3OCCCO3)nn2)CCS(=O)(=O)N1Cc1ccc(-c2ccccc2)cc1 (stereo unspecified)
  21	-5	6	0	14	-15	-3	5	1	12	-4
[20] CC1CC(C)CN(CCCNC(=O)CCNC(=O)Cn2ccc3ccccc3c2=O)C1 (stereo unspecified)
  1	-22	1	12	2	-19	-6	9	-4	-9	6
[21] OCCCNc1cc(-c2ccccc2)nc2cc(-c3ccc(F)cc3)nn12
  34	3	5	-11	8	-16	7	-20	7	15	8
[22] CCOc1ncccc1C(=O)Nc1cc(S(=O)(=O)N2CCCCC2)ccc1OC
  -29	24	8	3	-24	4	-12	-8	-5	18	3
[23] Cc1cc(NCc2ccncc2)ccc1Br
  -26	6	6	8	-3	-10	-1	-15	-24	-2	-1

Some of the entries so far, as tab-separated lines:
nr	molecule	TWEAK Fn14 block	Shn3 inh set2	COUP-TFII inh	NCOA3 inh	KKLEB tox	CF NFkB inh	LMP1 NFkB inh	TROY NFkB inh	LRH-1 inv ag	TRAIL sens C8	NCOA1 inh
3	CCCCNc1nc2ccccc2nc1NS(=O)(=O)c1cccs1	7	-5	0	4	-7	8	1	4	10	-10	0
4	CC(=O)c1cccc(N2C(=NC(=O)COc3ccccc3)SC3CS(=O)(=O)CC32)c1 (stereo unspecified)	0	3	4	17	-6	1	4	5	9	1	17
5	COc1ccccc1NC(=O)COC(=O)C12CC3CC(CC(Cl)(C3)C1)C2	-2	-5	-5	2	11	-3	-1	-2	-6	0	-1
6	COc1ccc(CN(Cc2nc3ccccc3c(=O)[nH]2)C(=O)C(C)(C)C)cc1	5	5	-10	-8	-4	-1	7	3	-12	0	5
7	CN(C(=O)/C=C/c1ccc(F)cc1)C1CCCCC1	6	-51	-41	-112	-11	3	·	-23	-102	36	-107
8	Cn1c(N)c(C(=O)COC(=O)c2ccccc2NCc2ccco2)c(=O)n(C)c1=O	23	-3	-11	-3	-19	-14	-13	8	-21	3	-3
9	COc1ccc(CCNC(=O)CSc2n[nH]c(C)c2[N+](=O)[O-])cc1OC	-7	·	-7	-3	-11	-21	-7	20	4	-25	2
10	Cc1ccc(OCCCNCCO)c(Br)c1	53*	-45	-31	4	11	-1	-7	20	-32	37	-25
11	CCCNC(=O)C1(C)CCCN(C(=O)c2cc(C(C)(C)C)nn2C)C1 (stereo unspecified)	0	-9	2	7	20	-36	·	-3	-6	-7	-11
12	O=C(CC(=O)Nc1ccc(Cl)cc1Cl)Nc1ccc(Cl)cc1Cl	-12	-14	6	-19	-10	21	5	-8	0	-5	15
13	CC(CC(=O)NC1CCCC1)c1ccccc1 (stereo unspecified)	-5	-6	-16	-7	10	-2	-6	4	-31	3	8
14	O=C(c1ccc(=O)[nH]n1)N1CCN(S(=O)(=O)c2ccccc2F)CC1	0	-4	21	15	-10	-8	1	-15	5	-11	8
15	Cc1cccc(C)c1NC1=C(Cl)C(=O)OC1OC(C)C (stereo unspecified)	5	5	-10	17	-2	-6	8	-17	1	6	7

Some of the entries above in a different format:
item	molecule	TWEAK Fn14 block	Shn3 inh set2	COUP-TFII inh	NCOA3 inh	KKLEB tox	CF NFkB inh	LMP1 NFkB inh	TROY NFkB inh	LRH-1 inv ag	TRAIL sens C8	NCOA1 inh
20	CC1CC(C)CN(CCCNC(=O)CCNC(=O)Cn2ccc3ccccc3c2=O)C1 (stereo unspecified)	1	-22	1	12	2	-19	-6	9	-4	-9	6
9	COc1ccc(CCNC(=O)CSc2n[nH]c(C)c2[N+](=O)[O-])cc1OC	-7	·	-7	-3	-11	-21	-7	20	4	-25	2
